# Source: PubChem BioAssay
# RPL19A TOR yeast: modulators of TOR pathway RPL19A-GFP in S. cerevisiae; S. cerevisiae RPL19A-GFP strain, flow cytometry, 3 h; hits give low values; percent response vs DMSO, % at 10 µM; 0.3% of 330,000 active;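 active means percent response vs DMSO below 50%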;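 further: median channel GFP fluorescence of the barcoded RPL19A-GFP strain; ratio of sample median GFP to plate DMSO average so 100% = DMSO; lower means less RPL19A-GFP as with rapamycin TOR inhibition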
# LAP4-GFP MLPCN: modulators of TOR pathway LAP4-GFP in S. cerevisiae; S. cerevisiae LAP4-GFP multiplex, flow cytometry GFP, 3 h; median GFP as percent of DMSO wells; GFP response vs DMSO, % at 10 µM; 0.34% of 320,000 active; AID 2023;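 active means GFP response vs DMSO above a set limit, about the screen mean plus 3 SD, cut at about 150% in these data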
# MEP2 TOR yeast: yeast TOR pathway MEP2-GFP modulation; S. cerevisiae MEP2-GFP strain, flow cytometry GFP, 3 h; 100% = DMSO control level; GFP response vs DMSO, % at 10 µM; 0.51% of 330,000 active; AID 2016;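 active means GFP response versus DMSO above a set limit, roughly screen mean plus 3 SD, cut at about 180% in these data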;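 further: median GFP fluorescence of the barcode-gated MEP2-GFP cells per well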
# AHR act: human AHR activation | P35869 | AHR-responsive luciferase reporter cells, luminescence | activation, % at 5 µM | 2.5% of 320,000 active | AID 2796; in the data active means activation above about 47%;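 further: 0% = vehicle wells and 100% = reference agonist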
# AGP1 TOR yeast: yeast TOR pathway AGP1-GFP modulation | S. cerevisiae AGP1-GFP multiplex flow cytometry, 3 h; GFP as percent of DMSO wells | GFP response vs DMSO, % at 10 µM | 0.02% of 320,000 active | AID 2066;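 active means GFP response relative to DMSO above a set limit, near screen average plus 3 SD, cut at about 150% in these data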;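 further: median GFP channel fluorescence of the gated AGP1 strain per well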
# CIT2 TOR yeast: modulators of TOR pathway CIT2-GFP in S. cerevisiae | 0.065% of 320,000 active | AID 2029 | S. cerevisiae CIT2-GFP strain, flow cytometry, 3 h; 100 means same as DMSO wells | GFP response vs DMSO, % at 10 µM;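 active means GFP response relative to DMSO above a set limit, near the screen mean plus 3 SD, cut at about 150% in these data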;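 further: ratio of well median GFP fluorescence to mean of DMSO wells on the plate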
# procasp7 counter: counter-screen for procaspase-3 activators: activators of human procaspase-7; recombinant procaspase-7, Ac-DEVD-pNA absorbance 405 nm; D23A/D198A/D206A triple mutant, cannot self-cleave; scale: DMSO 0, 5 µM enzyme 100; activation, % at 8.5 µM; 0.093% of 330,000 active; AID 463210;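 active means percent activation above the screen-wide mean plus 3 SD, cut at about 25% in these data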
# Target sequence (P55210 whole entry D23A/D198A/D206A): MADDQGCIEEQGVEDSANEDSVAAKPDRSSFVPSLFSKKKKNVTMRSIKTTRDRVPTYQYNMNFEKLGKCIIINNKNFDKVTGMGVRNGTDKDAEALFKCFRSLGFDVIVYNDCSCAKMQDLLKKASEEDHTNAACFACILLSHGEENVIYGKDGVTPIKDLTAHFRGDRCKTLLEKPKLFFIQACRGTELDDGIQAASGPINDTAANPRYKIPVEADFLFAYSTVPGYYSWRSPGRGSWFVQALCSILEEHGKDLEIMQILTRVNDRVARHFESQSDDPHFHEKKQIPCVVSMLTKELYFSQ
#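 Replicates: singlicate. Assay system: Procaspase-7 triple mutant (PC-7 D3A). Signal: 405 nm absorbance of p-nitroaniline. Times: 1 h preincubation, 2 h reaction. Buffer or medium: Zinc-free HEPES pH 7.4 with 300 mM NaCl, 0.01% Triton X-100. Also added: DEVD-pNA substrate. Benchmarks: DMSO wells as 0%, DMSO with 5 µM added PC-7 as 100%.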
# proCasp3 act: activators of human procaspase-3; activation, % at 8.5 µM; 0.11% of 330,000 active; AID 463141; P42574; recombinant procaspase-3 D3A, Ac-DEVD-pNA absorbance 405 nm;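 active means activation above the mean of all tested compounds plus 3 SD, cut at about 21% in these data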;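 further: 0% = DMSO alone and 100% = DMSO wells spiked with extra 5 µM PC-3 D3A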
# Target sequence (P42574 whole entry D9A/D28A/D175A): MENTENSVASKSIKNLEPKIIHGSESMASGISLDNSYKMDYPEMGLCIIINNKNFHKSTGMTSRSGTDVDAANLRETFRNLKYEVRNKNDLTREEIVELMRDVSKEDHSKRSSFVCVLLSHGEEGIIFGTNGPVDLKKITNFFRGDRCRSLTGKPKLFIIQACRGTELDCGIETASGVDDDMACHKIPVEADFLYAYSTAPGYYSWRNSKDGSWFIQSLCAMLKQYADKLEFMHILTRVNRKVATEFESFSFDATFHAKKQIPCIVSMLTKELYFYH
#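 Compound: 8.5 µM single point, 0.8% DMSO / Material: Autoprocessing-dead procaspase-3 D3A mutant enzyme / Timing: 1 h preincubation plus 2 h reaction at 25 °C / Medium: Zinc-free HEPES/NaCl buffer with 0.01% Triton X-100 at pH 7.4 / Technique: 405 nm absorbance of p-nitroaniline, reads at 0 and 120 min / Repeats: one well per compound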
# An asterisk follows results filed as active; . = no result given. Rows are unselected. About 3.5% of those tested had a hit in this group.
SMILES,RPL19A TOR yeast,LAP4-GFP MLPCN,MEP2 TOR yeast,AHR act,AGP1 TOR yeast,CIT2 TOR yeast,procasp7 counter,proCasp3 act
N#Cc1cccc(NC(=O)NCCc2c[nH]c3ccccc23)c1,101,102,104,-7,103,101,2,-1
C=CCN1C(=O)c2ccc(C(=O)OCC(=O)N(CC)C3CCS(=O)(=O)C3)cc2C1=O (configuration not stated),92,94,96,-1,97,91,1,0
Cc1ccc2c(c1)C1(C)C(C(C)(C)N2C=O)C1(Cl)Cl (configuration not stated),103,115,99,0,108,106,0,-6
CCCCNC(=O)c1ccc2nc(-c3ccco3)c(-c3ccco3)nc2c1,97,96,92,0,94,92,-5,-6
Cc1cccc(Nc2nnc(-c3ccc(C(=O)N4C[C@H]5C[C@H](C4)c4cccc(=O)n4C5)cc3)c3ccccc23)c1,103,104,110,-4,103,98,-6,4
CC(C)COC(=O)NCCOC(=O)Nc1cccc(Cl)c1,99,103,114,1,101,101,2,-1
CNS(=O)(=O)c1cccc(C(=O)OCC(=O)N2c3ccccc3CC2C)c1 (configuration not stated),98,94,102,3,99,102,4,-3
CC(C)(C)SCCNC(=O)CN(c1ccc(F)cc1)S(=O)(=O)c1ccccc1,97,94,101,0,101,101,1,1
COc1ccccc1CNC(=O)CNC(=O)N1CC(=O)Nc2ccccc21,109,117,108,5,122,121,5,0
COC(=O)c1ccc(NS(=O)(=O)c2ccc(Cl)cc2)o1,100,96,101,17,101,100,-3,7
Cc1ccsc1C(C(=O)NC(C)(C)C)N(Cc1ccco1)C(=O)c1csnn1 (configuration not stated),100,112,109,0,100,100,7,-1
COc1ccc(S(=O)(=O)Nc2ccc(S(=O)(=O)NCC3CCCO3)cc2)cc1 (configuration not stated),100,91,103,0,98,102,7,-4
O=C(Cc1cn2ccsc2n1)NCCc1ccc(F)cc1,103,95,104,2,102,100,4,-5
O=C(NCc1ccc2c(c1)OCO2)c1ccc(COc2cccc(Cl)c2)o1,104,106,110,15,103,98,8,-4
Cc1ccc(/C=N/N2CCN(Cc3ccc(Cl)cc3)CC2)o1,94,94,96,-1,93,93,-6,3
O=c1c2ccccc2nc(SCc2cc([N+](=O)[O-])cc3c2OCOC3)n1-c1ccccc1,99,98,91,1,122,90,1,4
CS(=O)(=O)c1nc(-c2ccccc2)cc(C(F)(F)F)n1,86,160*,142,-7,111,80,-8,-7
Cc1ccc(C(=O)NC(C(=O)Nc2ccccc2)c2ccccc2)cc1 (configuration not stated),95,93,102,.,93,99,.,.
CCN(CC(=O)Nc1ccc(Br)cc1)C(=O)c1nc2nc(C)cc(C)n2n1,91,89,90,0,91,85,6,8
CC(=O)n1cc(CO)c2ccccc21,97,106,110,12,100,96,2,11

# Record cards (already shown). Order of screens: RPL19A TOR yeast, LAP4-GFP MLPCN, MEP2 TOR yeast, AHR act, AGP1 TOR yeast, CIT2 TOR yeast, procasp7 counter, proCasp3 act
# CC(=O)n1cc(CO)c2ccccc21 is listed as 97, 106, 110, 12, 100, 96, 2, 11
# O=C(Cc1cn2ccsc2n1)NCCc1ccc(F)cc1 is listed as 103, 95, 104, 2, 102, 100, 4, -5

# At a glance, some entries already given.
SMILES,RPL19A TOR yeast,LAP4-GFP MLPCN,MEP2 TOR yeast,AHR act,AGP1 TOR yeast,CIT2 TOR yeast,procasp7 counter,proCasp3 act
Cc1ccsc1C(C(=O)NC(C)(C)C)N(Cc1ccco1)C(=O)c1csnn1 (configuration not stated),100,112,109,0,100,100,7,-1
COc1ccc(S(=O)(=O)Nc2ccc(S(=O)(=O)NCC3CCCO3)cc2)cc1 (configuration not stated),100,91,103,0,98,102,7,-4

# Additional structures.
SMILES,RPL19A TOR yeast,LAP4-GFP MLPCN,MEP2 TOR yeast,AHR act,AGP1 TOR yeast,CIT2 TOR yeast,procasp7 counter,proCasp3 act
O=[N+]([O-])c1ccc(O)c(CSc2nnnn2-c2ccccc2)c1,103,104,103,-1,106,103,-12,-12
CCOC(=O)c1ccc(-n2cncn2)nc1,101,98,94,5,98,91,-7,0
CC1=C(C(=O)Nc2ccc(C(=O)NCCCN3CCCCC3)cc2)SCCO1,105,103,111,0,106,110,-4,8
CCOc1ccccc1Nc1nc2ccccc2n2cnnc12,99,94,94,30,96,97,-12,8
COc1ccccc1N1CCN(C2CCCN(C(=O)CC(F)(F)F)C2)CC1 (configuration not stated),103,96,103,-2,104,112,5,2
CCCC(=O)NC1CCCc2c1cnn2-c1ccc(C)c(C)c1 (configuration not stated),100,80,106,4,64,95,-1,-3
O=C(NNS(=O)(=O)c1ccccc1[N+](=O)[O-])c1ccncc1,100,102,103,-1,106,101,2,4
Cc1cccn2c(=O)nc(SCC(=O)c3ccc(Cl)cc3)nc12,98,120,94,8,104,89,-8,2
COc1ccc(C(=O)N2CCCC(Nc3ccc(C)c(C)c3)C2)cc1F (configuration not stated),100,114,103,20,103,95,3,-7
Cc1ccc(CSc2nnc(NC(=O)Cn3cnc4ccccc4c3=O)s2)cc1,95,96,107,1,100,94,9,7
O=S(=O)(c1cccc(NC(=S)N2CCN(c3ccccc3F)CC2)c1)C(F)F,111,89,114,-2,102,101,2,-5
COc1ccc(C)cc1NC(=O)CN1C(=O)COc2ccc(S(=O)(=O)N3CCCCCC3)cc21,105,100,118,1,103,108,6,5
Cc1cc(C)cc(NC(=O)Nc2cccc(S(N)(=O)=O)c2)c1,95,109,90,58*,100,90,2,-2
O=C1/C(=C\Nc2ccc(OC(F)(F)F)cc2)CCN1c1ncccn1,92,99,98,6,97,97,2,0
O=C(CN1CCN(Cc2ccccc2Cl)C1=O)NCc1ccco1,96,92,100,0,106,106,-4,0
O=c1oc(-c2ccccc2[N+](=O)[O-])nc2ccccc12,85,134,84,-1,77,73,1,2
CCCCCOC(=O)Cc1c(O)c2ccccc2n(C)c1=O,104,91,94,6,93,111,-7,-6
COc1ccc(N(CC(=O)Nc2ccc3c(c2)OCO3)S(=O)(=O)c2ccc(C)cc2)cc1OC,99,93,107,28,101,102,5,2
C/C(=N/NC(=O)c1ccc(O)cc1)c1cccc([N+](=O)[O-])c1,99,99,100,2,102,96,-4,-6
CC1CCN(CC(O)COc2cccc(F)c2)CC1 (configuration not stated),98,100,98,-2,99,96,4,1
Cc1ccc(C(=O)N/C(=C/c2ccco2)C(=O)N2CCC(C)CC2)cc1,98,99,99,6,96,104,-7,-11
Cc1nc(N)c(C#N)c(-c2ccc3c(c2)OCO3)c1C,102,100,107,.,105,101,.,.
CCOC(=O)c1c(CN2CCN(c3ccccc3)CC2)oc2ccc(O)cc12,98,91,90,-1,101,89,-3,3
CCCCc1ccc(NC(=S)NCc2ccccc2OC)cc1,97,103,98,6,103,94,4,-3
CCOC(=O)c1cnc2ccc(OCC)cc2c1N(C)Cc1ccccc1,96,88,98,7,84,86,8,1
COC(=O)CC(NC(=S)NC(=O)c1ccccc1)c1ccc(Br)cc1 (configuration not stated),105,98,104,4,102,107,2,7
CCOC(=O)N/N=C\c1ccc(OC/C=C/c2ccccc2)cc1,112,76,105,.,85,82,.,.
CCCOC1CCCN(C(=O)c2ccc3oc(C(C)C)nc3c2)C1 (configuration not stated),93,96,96,6,101,100,-2,6
N#Cc1cc2c(nc1SCC1COc3ccccc3O1)CCC2 (configuration not stated),100,94,101,5,98,106,4,3
O=C(CSc1nnc(-c2cnccn2)n1Cc1ccco1)c1ccccc1,102,99,99,2,99,.,3,1

# Reformatted with values under each structure: two of the compounds above
# Each structure is followed by: RPL19A TOR yeast	LAP4-GFP MLPCN	MEP2 TOR yeast	AHR act	AGP1 TOR yeast	CIT2 TOR yeast	procasp7 counter	proCasp3 act
CC1CCN(CC(O)COc2cccc(F)c2)CC1 (configuration not stated)
    98	100	98	-2	99	96	4	1
Cc1nc(N)c(C#N)c(-c2ccc3c(c2)OCO3)c1C
    102	100	107	.	105	101	.	.

# Continued:
SMILES,RPL19A TOR yeast,LAP4-GFP MLPCN,MEP2 TOR yeast,AHR act,AGP1 TOR yeast,CIT2 TOR yeast,procasp7 counter,proCasp3 act
O=C(N/N=C/c1cccc(OCc2ccccc2)c1)c1ccc(Br)cc1,100,106,110,2,99,103,-8,1
CCOc1ccc(NC(=O)CSc2nnc(-c3ccccc3)n2N)cc1,93,.,93,12,94,86,11,-5
O=C(NCCc1ccccc1Cl)C1CCC(=O)N(CC2CCCCC2)C1 (configuration not stated),94,93,97,3,89,89,-11,-7
CCOCCn1c(CN2CCCCC2C)nc2c1c(=O)n(C)c(=O)n2C (configuration not stated),102,108,93,-2,106,114,10,8
Cc1ccc(S(=O)(=O)N2CCN(CC(=O)N/N=C/c3ccc(Br)s3)CC2)cc1,98,96,99,5,95,90,3,2
O=C(Cn1c(NCCO)nc2ccccc21)c1cccs1,101,102,104,7,101,104,5,1
Cc1cccc(C)c1NC(=O)CN1CCN(CC(=O)NCC2(N3CCCCC3)CCCCC2)CC1,98,101,102,1,101,105,8,8
C=CCc1ccccc1OCC(O)CNC(C)C (configuration not stated),91,94,86,-1,81,96,3,1
CCCCOC(=O)Nc1cccc(C(=O)OCC)c1,101,102,133,-9,94,97,4,-1
CCOC(=O)N1CCC(NC(=O)c2cc3c(C)nc4ccccc4c3o2)CC1,97,100,97,-5,102,101,20,-1

# Entries shown so far that contain an aryl methoxy group, in the order listed:
SMILES,RPL19A TOR yeast,LAP4-GFP MLPCN,MEP2 TOR yeast,AHR act,AGP1 TOR yeast,CIT2 TOR yeast,procasp7 counter,proCasp3 act
COc1ccccc1CNC(=O)CNC(=O)N1CC(=O)Nc2ccccc21,109,117,108,5,122,121,5,0
COc1ccc(S(=O)(=O)Nc2ccc(S(=O)(=O)NCC3CCCO3)cc2)cc1 (configuration not stated),100,91,103,0,98,102,7,-4
COc1ccccc1N1CCN(C2CCCN(C(=O)CC(F)(F)F)C2)CC1 (configuration not stated),103,96,103,-2,104,112,5,2
COc1ccc(C(=O)N2CCCC(Nc3ccc(C)c(C)c3)C2)cc1F (configuration not stated),100,114,103,20,103,95,3,-7
COc1ccc(C)cc1NC(=O)CN1C(=O)COc2ccc(S(=O)(=O)N3CCCCCC3)cc21,105,100,118,1,103,108,6,5
COc1ccc(N(CC(=O)Nc2ccc3c(c2)OCO3)S(=O)(=O)c2ccc(C)cc2)cc1OC,99,93,107,28,101,102,5,2
CCCCc1ccc(NC(=S)NCc2ccccc2OC)cc1,97,103,98,6,103,94,4,-3

# Going on with the list.
SMILES,RPL19A TOR yeast,LAP4-GFP MLPCN,MEP2 TOR yeast,AHR act,AGP1 TOR yeast,CIT2 TOR yeast,procasp7 counter,proCasp3 act
Cc1c(C)c(C)c(S(=O)(=O)N2CCSCC2)c(C)c1C,95,112,95,1,109,99,8,-8
O=C(CCl)N1CCCC1c1ccc2c(c1)OCCO2 (configuration not stated),108,103,113,0,105,112,1,3
CCN(C(=O)c1cccc(S(=O)(=O)N2CCc3ccccc32)c1)C1CCS(=O)(=O)C1 (configuration not stated),91,91,96,12,97,90,3,-2
O=C1/C(=C/c2cccnc2)CCC/C1=C\c1cccnc1,100,144,101,-1,98,98,6,-3
COCCCNc1cc(C)nc2ccccc12,102,108,102,41,104,99,-8,3
